# aSyn yeast rescue = rescues yeast growth from alpha-synuclein toxicity; S. cerevisiae alpha-synuclein toxicity rescue, BacTiter-Glo growth, 24 h; Potency, µM (top dose mostly 46.1 µM), inactives show at the top dose growth rescue (activation), most hits filed as activators; AID 1347070; 94,000 compounds, 0.02% hits; active = well fitted activation curve with a large enough effect; note: 0% is about no effect
#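 Growth restoration measured by BacTiter-Glo luminescence after 24 hr at 30 deg C; alpha-synuclein yeast, raffinose-pregrown to mid-log, were added at OD600=0.02 in galactose medium onto pinned compounds.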
# * = called active by the depositor; & = joins results of further samples; [ ] = another dose, or the depositor's remark. Potency is the fitted concentration of half-maximal effect.
SMILES,aSyn yeast rescue
COC(=O)c1cc2sccc2n1Cc1nc(-c2cccc(Br)c2)oc1C,6%
COc1ccc(C2CC(=O)Oc3cc(O)cc(O)c32)cc1 (stereo unspecified),1%
O=C(NC1CCCC1)C(c1ccncc1)N(C(=O)c1ccco1)c1ccccc1 (stereo unspecified),2%
COc1ccc(NC(=O)COC(=O)C2CC(=O)N(Cc3ccc(C)cc3)C2)cc1 (stereo unspecified),1%
Cc1ccc(NC(=O)Cn2nnc(-c3nc(-c4ccncc4)no3)c2N)c(C)c1,-1%
COc1cc(C(=O)Nc2nnc(C3CC3)s2)ccc1OCc1c(C)noc1C,-9%
CCc1ccc(S(=O)(=O)c2cn(C)c3cc(OC)c(OC)cc3c2=O)cc1,0%
CC(=O)NC(CC(=O)OCC(=O)c1c(N)n(C)c(=O)n(C)c1=O)c1ccccc1 (stereo unspecified),-1%
Oc1ccc2ccccc2c1N=Nc1ccc(F)cc1,-3%
O=C(O)c1ccc(COc2ccccc2/C=C2\NC(=O)N(Cc3ccc(F)cc3)C2=O)cc1,0%
Cc1sc2c(c1C)c(=O)n(Cc1ccccc1)c(=O)n2Cc1ccc(F)cc1,3%
COCc1cc(C)nc2sc3c(c12)NC(c1ccc(O)cc1)N(c1ccc(C)cc1)C3=O (stereo unspecified),-20%
CC(C)(C)c1ccc(OCC(=O)N2CCC(c3nc4ccccc4s3)CC2)cc1,6%
CC(C)CNC(=O)c1nn(Cc2ccccc2)c(=O)c2ccccc12,-2%
COc1ccc(C)cc1NC(=O)CSc1nc2ccccc2nc1N1CCCCC1,-2%
COc1cc2c(C(=O)N(C)c3cc(Cl)ccc3OC)cn(CC(C)C)c(=O)c2cc1OC,-15%
COc1ccc(NC(=O)CC(C)S(=O)(=O)c2cc3c(cc2C)NC(=O)CO3)cc1OC (stereo unspecified),1%
COc1cc(C)c(/C=C(\C#N)C(=O)Nc2cccc(C)c2)cc1C(C)C,-5%
O=C(Nc1ccccc1C(F)(F)F)c1cc(-c2ccc3c(c2)OCCO3)on1,-7%
Cc1ccc(C(=O)NCC(c2cccs2)S(=O)(=O)c2cccs2)cc1C (stereo unspecified),3%
Cc1cccc(C)c1NC(=O)CNC(=O)CNC(=O)c1ccc2ccccc2c1,1%
CCOc1ccccc1CNS(=O)(=O)c1ccc2c(c1)C(C)(C)C(=O)N2C,3%
O=C(Cn1cnc2c(nnn2-c2cccc(Cl)c2)c1=O)NCc1ccccc1,-6%
Cc1cccc(NC(=O)c2c([N+](=O)[O-])c(C(C)(C)C)nn2C)c1,3%
Cc1ccc(N(CC(=O)Nc2ccc(Br)c(C)c2)S(=O)(=O)c2cccs2)cc1,1%

# Reformatted: entries from further up
mol	aSyn yeast rescue
O=C(Nc1ccccc1C(F)(F)F)c1cc(-c2ccc3c(c2)OCCO3)on1	-7%
Cc1ccc(C(=O)NCC(c2cccs2)S(=O)(=O)c2cccs2)cc1C (stereo unspecified)	3%
Cc1cccc(C)c1NC(=O)CNC(=O)CNC(=O)c1ccc2ccccc2c1	1%
CCOc1ccccc1CNS(=O)(=O)c1ccc2c(c1)C(C)(C)C(=O)N2C	3%

# 3 entries drawn at random from the list so far, as already listed:
SMILES,aSyn yeast rescue
COc1cc2c(C(=O)N(C)c3cc(Cl)ccc3OC)cn(CC(C)C)c(=O)c2cc1OC,-15%
Cc1ccc(C(=O)NCC(c2cccs2)S(=O)(=O)c2cccs2)cc1C (stereo unspecified),3%
CCc1ccc(S(=O)(=O)c2cn(C)c3cc(OC)c(OC)cc3c2=O)cc1,0%

# (list continues)
SMILES,aSyn yeast rescue
COC(=O)c1sc2nc(SCc3ccccc3C)n(N)c(=O)c2c1C,4%
O=c1[nH]c(C2CCN(S(=O)(=O)c3ccccc3C(F)(F)F)CC2)nc2c1nnn2Cc1cccc(F)c1,3%
COc1ccc(S(=O)(=O)NCC(c2ccco2)S(=O)(=O)c2ccc(C)cc2)cc1F (stereo unspecified),3%
CCCCCCN1C[C@H](O)[C@@H](n2cc(-c3ccc(F)cc3)nn2)C[C@@H]1c1ccccc1,-6%
COc1ccc(N2CCN(C(=O)c3ccc4c(Cl)c5c(nc4c3)CCCC5)CC2)cc1,7%&3%
CCc1ccc(Sc2cc(C(=O)NCCCN3CCC(C)CC3)c3ccccc3n2)cc1,9%
CC1CCCN(CCCNC(=O)c2ccc3c(c2)N(Cc2ccccc2F)C(=O)c2ccccc2S3(=O)=O)C1 (stereo unspecified),-7%
O=C(CNS(=O)(=O)c1ccc(Br)s1)NCc1ccc(F)cc1,5%
COc1cc(OC)c(C(=O)Nc2cc(S(=O)(=O)N3CCOCC3)ccc2N2CCOCC2)cc1OC,-5%
CCOc1ccc(C2C(=O)N(C3CCCCC3)CC(=O)N2Cc2ccc(F)cc2)cc1OC (stereo unspecified),1%
CCOCCCNC(=O)C1CCN(S(=O)(=O)N2CCCCC2)CC1,-5%
Cc1ccc(NC(=O)CSc2nc(C)c(Cc3ccccc3)c(=O)[nH]2)cc1,-4%&6%
CC1CN(C(=S)c2cccc([N+](=O)[O-])c2)CC(C)O1 (stereo unspecified),-8%
COc1ccc(NC(=O)CN(C)S(=O)(=O)c2ccc3c(c2)CCCN3C(C)=O)cc1Cl,2%
CCN1CCCC1Cn1cnc2c([nH]c3ccc(OC)cc32)c1=O (stereo unspecified),0%
Cc1ccc(-n2c(SCC(=O)O)nc3sc4c(c3c2=O)CCCC4)cc1,-4%
S=C1SCN(CCc2ccccc2)CN1CCc1ccccc1,-13%
Cc1cccc(Cn2c(=O)n(CCc3ccccc3)c(=O)c3c(C)c(C)sc32)c1,2%
Cc1cccc(N2CCN(C(=O)C(C)n3nc(C)n4c(cc5occc54)c3=O)CC2)c1C (stereo unspecified),9%
COC(=O)c1ccc(S(=O)(=O)N(CCO)Cc2ccccc2)n1C,-1%
COc1cc(C)c(Br)cc1S(=O)(=O)NCCCN1CCOCC1,-2%
CCc1nnc(NC(=O)c2nc(SCc3ccc(F)cc3)ncc2Cl)s1,7%
CCCc1cnc2c(c1SCC(=O)Nc1ccc([N+](=O)[O-])cc1)c(=O)n(C)c(=O)n2C,-7%
CCCCOc1ccc(C(=O)NCC(=O)NCC(c2ccc(OC)cc2)N2CCCC2)cc1 (stereo unspecified),7%
Cc1ccc(-c2cnc(C3CC3)o2)cc1S(=O)(=O)Nc1cccc(C)c1C,-6%

# Next section:
SMILES,aSyn yeast rescue
COC(=O)c1cccn(CC(=O)c2ccc(Cl)cc2)c1=O,0%
Cc1ccccc1CSc1nc2cc(C(=O)NC3CCCC3)ccc2c(=O)n1Cc1ccccc1,2%
COc1ccc(N(C(=O)c2ccc(C)cc2)S(=O)(=O)c2ccc(Cl)cc2)cc1,-40%[inhibitor]
Cc1noc(C)c1NC(=O)N(C)C[C@H]1OCCCC[C@@H](C)Oc2ccc(NC(=O)c3ccccc3)cc2C(=O)N([C@H](C)CO)C[C@@H]1C,2%
Cc1ccccc1Cn1c(CN2CCN(C(=O)c3ccco3)CC2)nc2c1c(=O)n(C)c(=O)n2C,9%
Cc1ccc(NC(=O)Nc2cn(C)c(=O)c3ccccc23)c(Cl)c1,7%
C[C@H](CO)N1C[C@H](C)[C@H](CN(C)C(=O)c2ccc3ccn(C)c3c2)OCc2cnnn2CCCC1=O,-1%
Cc1ccc(C)c(Nc2cc(C(=O)NC3CCCCC3)c3ccccc3n2)c1,-6%
CC(C)(C)c1ccc(C(=O)NCCCNC(=O)c2ccccn2)cc1,-18%
CCn1ccc2cc(S(=O)(=O)N3CCCN(C(=O)Nc4cccc(SC)c4)CC3)ccc21,6%
CCOc1ccc(N(CC(=O)NC2CCCCC2)C(=O)CCCC(=O)Nc2ccccn2)cc1,-2%
Cc1ccc(C(=O)Nc2cc3c(cc2N2CCCC2)n(C)c(=O)c(=O)n3C)cc1,3%
COc1cc(Nc2ccccn2)cc(C(=O)Nc2cccc(C(F)(F)F)c2)c1,-45%[inhibitor]
COc1cc(NS(=O)(=O)c2cnc(N)nc2)cc(OC)c1,6%
OC(CNCc1ccccc1)COCc1ccc(Cl)cc1 (stereo unspecified),2%
COc1ccc(NC(=O)CSC2=Nc3ccccc3C3=NC(Cc4ccccc4)C(=O)N23)cc1 (stereo unspecified),-1%
COc1ccc(C(=O)NCC(c2cccnc2)N2CCN(c3ccccc3F)CC2)cc1OC (stereo unspecified),-5%
CC(C)c1nnc(NC(=O)c2ccc(N3C(=O)CCC3=O)cc2)s1,4%
Cc1ccccc1C(=O)Nc1cccc(C(=O)OCc2cc(=O)n3nc(C4CC4)sc3n2)c1,0%
COc1cc2nnn(-c3ccncc3)c2cc1OC,6%
COc1ccc(Cn2c(C(=O)O)c(CNC3CCCC3)c3ccc(C)cc32)cc1,5%
CCCCN1C(=O)C(CC(=O)NCCCN(C)C)CC(C(=O)N(C)C)=C1C (stereo unspecified),-3%
COC(=O)c1ccc(CN2CCN(CC(C)C)C(CCO)C2)cc1 (stereo unspecified),-7%
O=C(Cc1ccc(Cl)cc1)NCC(c1cccs1)S(=O)(=O)c1ccccc1 (stereo unspecified),13%
Cc1ccc(CNC(=O)c2ccc3c(c2)c(C)c(C)n3Cc2ccccc2)o1,-7%

# The list goes on.
SMILES,aSyn yeast rescue
O=C(OCc1cc(Cl)ccc1OC(F)F)c1cccnc1,10%
CC(=O)c1cccc(NS(=O)(=O)c2ccc3[nH]c4c(c3c2)CCCCCC4)c1,3%
CC(NCc1ccc2c(c1)n(C)c(=O)n2C)c1ccccc1 (stereo unspecified),6%
COc1ccc(OC)c2sc(NC(=O)C3CC3)nc12,0%
CC(=O)c1ccc(NC(=O)C2=CC(c3cccs3)=NS(=O)(=O)N2C)cc1,0%
Cc1cccc2cc(C#N)c(NCCNS(=O)(=O)c3ccccc3)nc12,2%
COc1ccc(-n2nnc3c(=O)n(CC(=O)OCc4ccccc4)cnc32)cc1,3%
NS(=O)(=O)c1ccc(N2CCN(CCOc3ccc(Cl)cc3)CC2)nc1,0%
COc1ccc(-n2nnnc2CNC(=O)c2ccc(S(=O)(=O)N3CCOCC3)cc2)cc1,4%
CCN1C(=O)c2ccccc2Sc2ccc(NC(=O)Cc3ccc(OC)cc3)cc21,-3%
Cc1ccc(NC(=O)CSc2nc3ccccc3nc2Cc2ccccc2)c(C)c1,2%
O=C(Cn1cc(C(F)(F)F)ccc1=O)Nc1ccccc1,1%
COc1ccc(-c2c(N)cnc(C(=O)O)c2C)c(OCc2ccccc2)c1OC,-14%
CCOC(=O)c1ccc(CN(Cc2ccccc2C)S(=O)(=O)c2ccc(C(C)(C)C)cc2)cc1,6%
CC(OC(=O)CCCc1nc2ccccc2s1)C(=O)NC(N)=O (stereo unspecified),10%
COc1ccc(-c2ccc3c(N)c(C(=O)c4ccc(OC)c(OC)c4)sc3n2)cc1,-4%
N#Cc1ccc(C(=O)NC2CCCCCCC2)cc1,-11%
COc1cccc(OC)c1C(=O)Nn1c(-c2cccc(C)c2)nc2ccccc2c1=O,-4%
COc1ccc(Nc2nc3c(S(=O)(=O)c4ccc(Br)cc4)nnn3c3ccsc23)c(OC)c1,-6%
CCc1ccc(S(=O)(=O)Nc2ccc3oc(C)c(C(=O)OCCOC)c3c2)cc1,12%
COc1ccc([C@H]2C[C@@H](n3cc(-c4ccc(F)cc4)nn3)[C@H](O)CN2C(=O)c2cccs2)cc1,7%
O=c1[nH]c(CN2CCCC2)nc2sc3c(c12)CCC3,5%
CCOc1cc(C2CC(=O)Nc3c2c(=O)nc(SCc2cccc(Cl)c2)n3C)ccc1O (stereo unspecified),5%
COc1ccc(Br)cc1CNC(=O)c1ccc2c(c1)N(Cc1ccc(C)cc1)CCS2,-3%
C/C=C/c1ccc(OCC(O)CN2CCCCCCC2)c(OC)c1 (stereo unspecified),-1%

# Going on with the list:
SMILES,aSyn yeast rescue
COc1ccc(N2CCN(C(=O)CCc3c(C)nc4cc(-c5ccc(OC)cc5OC)nn4c3C)CC2)cc1,2%
CCOC(=O)Cc1csc(NC(=S)NC(=O)c2cc(OC)c(OC)c(OC)c2)n1,-1%
Cc1csc(=O)n1CCC(=O)OCC(=O)Nc1ccc(Cl)cn1,0%
CCOc1ccc(CCNC(=O)c2nc(-c3cccc(F)c3)n3c2CCCCC3)cc1OCC,-7%
CCCNC(=O)c1cnn2c(C(F)F)cc(-c3ccccc3)nc12,-2%
Cc1ccc(NC(=O)Nc2nc3ccc(S(C)(=O)=O)cc3s2)cc1,6%
CCc1cccc(-n2nnc(-c3nc(-c4ccccc4Cl)no3)c2N)c1,4%
Cc1ccc(CNC(=O)CCCCCn2c(=O)[nH]c3ccccc3c2=O)cc1,-15%
Cc1ccccc1OCCn1cc(C(=O)c2ccco2)c2ccccc21,3%
CCOC(=O)c1cccc(NC(=O)N2CC(CC)Oc3ccccc32)c1 (stereo unspecified),-5%
Cc1cnc(=O)[nH]c1SCC(=O)Nc1cc(C(F)(F)F)ccc1Cl,9%
Cc1ccc2nc(NCc3ccc(F)cc3)c3nncn3c2c1,-1%
CCN(CC)S(=O)(=O)c1ccc(C)c(NC(=S)NC2CCCCC2)c1,12%
COc1ccc(C(CNC(=O)CSc2ccccc2)N2CCOCC2)cc1 (stereo unspecified),4%

# A draw from above in order of SMILES length, ascending:
SMILES,aSyn yeast rescue
Cc1csc(=O)n1CCC(=O)OCC(=O)Nc1ccc(Cl)cn1,0%
COc1ccc(C(CNC(=O)CSc2ccccc2)N2CCOCC2)cc1 (stereo unspecified),4%
Cc1ccc(NC(=O)Nc2nc3ccc(S(C)(=O)=O)cc3s2)cc1,6%
CCc1cccc(-n2nnc(-c3nc(-c4ccccc4Cl)no3)c2N)c1,4%
Cc1ccc(CNC(=O)CCCCCn2c(=O)[nH]c3ccccc3c2=O)cc1,-15%
CCOC(=O)Cc1csc(NC(=S)NC(=O)c2cc(OC)c(OC)c(OC)c2)n1,-1%
CCOc1ccc(CCNC(=O)c2nc(-c3cccc(F)c3)n3c2CCCCC3)cc1OCC,-7%

# Only part of the results is shown (hit frequency here may not be typical).
